Screening results as filed in PubChem.
Hsp90 Hop PPI – changes Hsp90-Hop TPR2A binding signal, up or down; Potency, µM (doses to about 57 µM), for inactives: at the top dose activity change, negative = inhibition; actives 0.44% (n = 71,000); AlphaScreen TPR2A-His6 binding biotin-Hsp90 C-terminal peptide; active = well fitted curve in either direction with a large enough effect; inconclusive = small, poorly fitted or top-dose-only effect, or another doubt; note: potency is the fitted concentration of half-maximal effect; % is set by controls: 0 for no effect and ±100 for the full control effect; many of its hits are not listed in these tables
HADH2 inh – inhibitors of human HADH2 dehydrogenase; AID 886; recombinant HADH2, NADH fluorescence, beta-hydroxybutyryl-CoA; Q99714; actives 3.4% (n = 73,000); Potency, µM (top dose mostly 57.1 µM), for inactives: at the top dose activity change, negative = inhibition, most hits filed as inhibitors; note: potency is the fitted concentration of half-maximal effect; % is set by controls: 0 for no effect and ±100 for the full control effect; nearly all actives have a fitted effect of over 60% in size; many of its hits are not listed in these tables
Target sequence (Q99714 whole entry, looked up, one chain of several): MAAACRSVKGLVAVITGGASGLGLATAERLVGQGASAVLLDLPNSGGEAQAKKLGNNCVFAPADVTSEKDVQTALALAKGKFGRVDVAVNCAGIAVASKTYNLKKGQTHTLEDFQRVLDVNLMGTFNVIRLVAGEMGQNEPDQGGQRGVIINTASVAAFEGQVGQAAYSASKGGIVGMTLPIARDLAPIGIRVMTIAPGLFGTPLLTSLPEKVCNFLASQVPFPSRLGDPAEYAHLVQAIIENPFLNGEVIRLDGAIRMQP
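Activity measured as NADH fluorescence gain (360/450 nm), taken as the change between first and last reads of a 4-min kinetic run. Conditions: pH 9.0 Tris buffer, 20 nM E. coli-expressed His-tagged enzyme, 1 mM NAD+, 90 uM beta-hydroxybutyryl-CoA; 15-min compound preincubation.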
CRE-bla Fsk – alters forskolin-stimulated CRE reporter signaling in CHO cells | CHO CRE-bla reporter (cAMP response element driving beta-lactamase), forskolin EC10, beta-lactamase ratio | AID 662 | Potency, µM (series often up to 38.2 µM), for the others: top-dose activity change, negative = inhibition, hits mostly activators | actives 2.5% (n = 71,000); active = well fitted activation curve with a large enough effect in the signal ratio, with a control signal flat, not every such curve was filed as active; inconclusive = small, poorly fitted or top-dose-only effect, or effect the other way, or a change in a side signal; the % refers to the signal ratio; note: potency is the fitted concentration of half-maximal effect; % of control where 0% means no effect
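Titrated compounds plus EC10 NKH 477 on CHO CRE-bla cells, 3 h, 37 °C. CCF4, 2 h RT. Ratio 460/530 nm → AC50.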
Pol III holo inh – blocks replication by bacterial DNA polymerase III holoenzyme; reconstituted DNA polymerase III holoenzyme replication, biochemical; Potency, µM (titrated, usually from 57.1 µM), inactives show at the highest dose activity change, negative = inhibition; actives 0.25% (n = 71,000); AID 603; note: potency is the fitted concentration of half-maximal effect; % is set by controls: 0 for no effect and ±100 for the full control effect
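Reconstituted *E. coli* holoenzyme (0.35 nM Pol III, 1 nM beta, 154 nM SSB, 2 nM primase) was preincubated with compound for 15 min at RT. Synthesis on 1.4 nM ssM13Gori ran 35 min, then was stopped with PicoGreen/EDTA and read as dsDNA fluorescence.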
15-hLO inh – blocks human 15-lipoxygenase activity | P16050 | purified 15hLO-1, xylenol orange hydroperoxide absorbance | Potency, µM (doses to about 57.1 µM), for the others: top-dose activity change, negative = inhibition, usual class: inhibitors | actives 1.4% (n = 74,000); note: potency is the fitted concentration of half-maximal effect; % is set by controls: 0 for no effect and ±100 for the full control effect; nearly all actives have a fitted effect of over 55% in size
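Purified human 15hLO-1 (40 nM) in 25 mM Hepes pH 7.5, 0.01% Triton X-100, preincubated 15 min RT with compound, then 50 uM arachidonic acid for 6 min. Hydroperoxide read by ferrous/xylenol orange, 30 min; 573/405 nm absorbance ratio gave progress.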
Ub-GFP proteasome – inhibits proteasome, raising ubiquitin-GFP reporter fluorescence. Ubiquitin-GFP reporter cells, proteasome inhibition, GFP fluorescence; response scale: untreated = 0%, 10 µM MG-132 = 100%. Potency, µM (doses to about 45.9 µM), for inactives: at the highest dose activation (GFP accumulation), most hits filed as activators. 67,000 tested, under 10 active; active = well fitted activation curve with a large enough effect, not every such curve was filed as active; inconclusive = small, poorly fitted or top-dose-only effect, or another doubt; inactive = no such curve, though single readings can be large or run the other way; note: potency is the fitted concentration of half-maximal effect
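GFP accumulation read-out: laser plate cytometry counting ubiquitin(G76V)-GFP-expressing U2OS cells after 4 hr compound exposure at 37 °C. Titrations spanned 46 uM to 2.9 nM; 0% = basal, 100% = 10 uM MG-132; concentration-response curves fitted.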
FLuc inh – firefly luciferase inhibition; actives 2.2% (n = 72,000); AID 411; purified firefly luciferase, luminescence, 8 min; Potency, µM (doses to about 57.1 µM), for inactives: at the top dose activity change, negative = inhibition, most hits filed as inhibitors; P08659; note: potency is the fitted concentration of half-maximal effect; % is set by controls: 0 for no effect and ±100 for the full control effect; nearly all actives have a fitted effect of over 40% in size
Target sequence (P08659 whole entry, looked up): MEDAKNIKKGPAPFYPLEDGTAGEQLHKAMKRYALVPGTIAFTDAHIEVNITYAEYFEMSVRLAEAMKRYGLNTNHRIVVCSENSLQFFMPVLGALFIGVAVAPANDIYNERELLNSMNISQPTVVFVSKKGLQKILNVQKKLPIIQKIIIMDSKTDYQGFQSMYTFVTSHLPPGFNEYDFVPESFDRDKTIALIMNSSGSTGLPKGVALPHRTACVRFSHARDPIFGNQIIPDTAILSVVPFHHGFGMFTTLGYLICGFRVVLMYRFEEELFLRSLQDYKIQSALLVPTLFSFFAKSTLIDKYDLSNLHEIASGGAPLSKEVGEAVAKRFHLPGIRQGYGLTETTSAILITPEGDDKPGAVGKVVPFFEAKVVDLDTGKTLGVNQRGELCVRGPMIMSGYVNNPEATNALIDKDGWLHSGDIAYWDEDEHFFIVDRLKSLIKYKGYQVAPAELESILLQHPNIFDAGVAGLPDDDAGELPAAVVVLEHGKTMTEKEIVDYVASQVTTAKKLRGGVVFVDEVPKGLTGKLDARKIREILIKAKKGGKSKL
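Firefly luciferase (PKLight detection mix) with 10 uM ATP in pH 7.2 imidazole buffer (KCl, MgCl2, Tween 20, BSA). Compounds tested across a concentration series (qHTS). Luminescence read after 8 min at ambient temperature.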
GFP derepression – derepresses silenced GFP locus in mouse C127i cells; actives 0.09% (n = 68,000); mouse C127i GFP locus derepression, cytometry, 30 h; Potency, µM (series often up to 46.1 µM), for inactives: at the top dose GFP derepression (activation); AID 597; note: % of control where 0% means no effect
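Locus derepression in mouse mammary C127i cells whose integrated CMV-GFP reporter is normally silent; GFP expression after 30 h compound treatment was quantified by counting fluorescent cells.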
Tau fil binding – binders of human tau filaments; P10636; recombinant tau filaments, thioflavin S fluorescence, 15 h; filaments grown with octadecylsulfate alongside compound; Potency, µM (top dose mostly 57.1 µM), for the others: at the highest dose activity change, negative = inhibition; actives 2% (n = 71,000);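 note: potency is the fitted concentration of half-maximal effect; % is set by controls: 0 for no effect and ±100 for the full control effect; actives lower thioflavin S fluorescence by blocking filaments or displacing dye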
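His-tagged recombinant human tau (exons 2, 3, 10; 1 uM final) fibrillized with 30 uM sodium octadecylsulfate, 15 h at 37 C, in pH 7.4 HEPES buffer with 10 uM thioflavine S and 5 mM DTT. Reduced ThS fluorescence (450/510 nm) marks activity.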
ERK AVP block – blocks ERK signaling stimulated by vasopressin; HEK293-V1b, vasopressin-stimulated pERK AlphaScreen; Potency, µM (doses to about 57.5 µM), inactives show at the highest dose activity, negative = inhibition, actives largely listed as inhibitors; actives 0.99% (n = 72,000); AID 995; note: potency is the fitted concentration of half-maximal effect; % is set by controls: 0 for no effect and ±100 for the full control effect; nearly all actives have a fitted effect of over 55% in size
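HEK293 cells stably expressing V1b receptor, seeded overnight in 1% FBS, were treated with compounds for 30 min at 37C, then stimulated 5 min with 25 nM vasopressin; phospho-ERK read by AlphaScreen SureFire after lysis.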
HBB splice mod – alters splicing of the hemoglobin beta chain. actives 0.06% (n = 65,000). Potency, µM (highest dose often 46.1 µM), without a hit: at the highest dose activation, usual class: activators. AID 925. HBB splicing reporter cell assay, activation; EGFP reporter with mutant IVS2-654 intron; response scale: normalised to 500 nM splice-correcting PNA; note: potency is the fitted concentration of half-maximal effect; 0% is about no effect
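Compounds were applied for 2 days to HeLa EGFP-654 cells, 500/well in Optimem with 2% FCS. The reporter's EGFP is disrupted by mis-splicing of beta-globin intron IVS2-654. Readout: summed well GFP fluorescence from 488 nm laser scanning; reference was 500 nM antisense […] 654 PNA.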
* marks the source's active call; other numbers are inactive results; ? = inconclusive; · = not tested or not shown; [ ] = dose if it differs, or a comment. Unless noted, calls come from the whole dose curve; as a rule, active = well fitted curve in the direction sought with a large enough effect; inconclusive = small, poorly fitted or top-dose-only effect, or another doubt; inactive = no such curve, though single readings can be large; an effect the other way counts as inactive or inconclusive. The list is partial (hit frequency here may not be typical).

SMILES	Hsp90 Hop PPI	HADH2 inh	CRE-bla Fsk	Pol III holo inh	15-hLO inh	Ub-GFP proteasome	FLuc inh	GFP derepression	Tau fil binding	ERK AVP block	HBB splice mod
O=C(Cn1cnc2ccccc2c1=O)NCCC(=O)Nc1ccc2c(c1)OCCO2	-2%	4%	-5%	-5%	4%	-3%	2%	-2%	-5%	27%	0.3%
Cc1ccc(NC(=O)c2noc3c2CCCCC3)cc1C	-1%	15%	?	3%	-2%	1%	?	4%	20%	18%	-2.2%
O=C(NCc1ccco1)c1ccc2snnc2c1	-5%	-19%	-7%	-1%	4%	-10%	-11%	2%	-18%	-1%	-7.0%
CCCn1c2c(c(O)c(C(=O)NC)c1=O)CCCC2	0%	3%	?	-3%	3%	-3%	3%	0%	-3%	-27%	-4.3%[0.369 µM]
CCn1cc(C(=O)NCc2ccc(OC)cc2OC)c(=O)c2ccc(C)nc21	0%	3%	?	1%	7%	3%	2%	-1%	4%	-10%	-0.3%[57.5 µM]
COc1ccc(-n2c(COc3ccc(C)cc3)nnc2SCC(N)=O)cc1	-7%	8%	11%	5%	2%	-8%	0%	-1%	-7%	4%	-0.1%[57.5 µM]
CCOC(=O)c1ccc(S(=O)(=O)N2CCN(CC(=O)NC(=O)NC3CCCCC3)CC2)cc1	-6%	-2%	-15%	2%	4%	-2%	1%	-2%	-9%	-26%	-0.1%[57.5 µM]
CC(=O)OC[C@@H]1O[C@H](C/C=N\OC[C@@H](C)[C@H](OCc2ccccc2)C(C)C)C=C[C@@H]1OC(C)=O	·	5%[11.4 µM]	·	·	-6%[11.4 µM]	·	1%[11.4 µM]	·	·	-13%[11.5 µM]	1.3%[9.22 µM]
CCN1CCN(C(=O)C2CCN(Cc3nc(-c4ccc(Cl)cc4)oc3C)CC2)CC1	-2%[2.3 µM]	2%	-7%	0%	3%	1%	1%	·	3%	-14%	0.1%
O=C(O)Cc1ccc(NC(=O)C2CCCCC2C(=O)O)cc1 (centres undefined)	-2%	0%	1%	0%	9%	-6%	2%	-2%	3%	11%	2.9%
CCC(=O)Nc1cc2c(cc1C(=O)c1ccccc1)OCCO2	-6%	-5%	-10%	-1%	5%	6%	2%	-1%	-3%	8%	0.0%[57.5 µM]
CCC(c1nnnn1C(C)(C)C)N(CCOC)Cc1cc2cccc(C)c2n2nnnc12 (centres undefined)	1%	2%	4%	1%	-5%	-2%	1%	-2%	-9%	-3%	·
O=c1ccc2cc(S(=O)(=O)N3CCOCC3)ccc2o1	-4%	-1%	10%	0%	-2%	0%	3%	0%	-16%	6%	-0.1%
O=C(O)c1ccc(S(=O)(=O)N2CCC(c3nc(-c4ccccc4Cl)no3)CC2)cc1	-1%	-6%	-10%	10%	-4%	-3%	1%	7%	7%	-7%	-0.1%[57.5 µM]
COc1cccc(NC(=O)c2nc3ncccn3n2)c1	-4%	2%	2%	-2%	6%	0%	-3%	2%	-10%	-7%	1.4%

Some of these compounds in order of their number in Hsp90 Hop PPI, high to low.
structure	Hsp90 Hop PPI	HADH2 inh	CRE-bla Fsk	Pol III holo inh	15-hLO inh	Ub-GFP proteasome	FLuc inh	Tau fil binding
Cc1ccc(NC(=O)c2noc3c2CCCCC3)cc1C	-1%	15%	?	3%	-2%	1%	?	20%
O=C(Cn1cnc2ccccc2c1=O)NCCC(=O)Nc1ccc2c(c1)OCCO2	-2%	4%	-5%	-5%	4%	-3%	2%	-5%
COc1cccc(NC(=O)c2nc3ncccn3n2)c1	-4%	2%	2%	-2%	6%	0%	-3%	-10%
O=C(NCc1ccco1)c1ccc2snnc2c1	-5%	-19%	-7%	-1%	4%	-10%	-11%	-18%
CCOC(=O)c1ccc(S(=O)(=O)N2CCN(CC(=O)NC(=O)NC3CCCCC3)CC2)cc1	-6%	-2%	-15%	2%	4%	-2%	1%	-9%
COc1ccc(-n2c(COc3ccc(C)cc3)nnc2SCC(N)=O)cc1	-7%	8%	11%	5%	2%	-8%	0%	-7%

Entries of single compounds, quoted from the list. Screens in order: Hsp90 Hop PPI, HADH2 inh, CRE-bla Fsk, Pol III holo inh, 15-hLO inh, Ub-GFP proteasome, FLuc inh, GFP derepression, Tau fil binding, ERK AVP block, HBB splice mod
`CCC(c1nnnn1C(C)(C)C)N(CCOC)Cc1cc2cccc(C)c2n2nnnc12` (centres undefined) is listed with 1%, 2%, 4%, 1%, -5%, -2%, 1%, -2%, -9%, -3%, ·
`O=C(O)c1ccc(S(=O)(=O)N2CCC(c3nc(-c4ccccc4Cl)no3)CC2)cc1` is listed with -1%, -6%, -10%, 10%, -4%, -3%, 1%, 7%, 7%, -7%, -0.1%[57.5 µM]

Going on with the list:
SMILES	Hsp90 Hop PPI	HADH2 inh	CRE-bla Fsk	Pol III holo inh	15-hLO inh	Ub-GFP proteasome	FLuc inh	GFP derepression	Tau fil binding	ERK AVP block	HBB splice mod
Cn1c(=O)c(CCc2ccccc2)nc2cnc(OCc3ccccc3)nc21	27%	3%	0%	5%	2%	14%	1%[11.4 µM]	3%[9.22 µM]	-5%	47%[activator]	-0.7%
COC(=O)c1cccc(C(=O)Nc2ccc(C)cc2)n1	1%	14%	?	-10%	8%	4%	?	6%	-2%	-11%	0.7%
COc1cc(CO)cc(Br)c1OCC(=O)N1CCCCC1	1%	12%	-6%	-4%	2%	-1%	1%	2%	-2%	-13%	0.2%[57.5 µM]
NC(=O)c1ccc(-n2nnnc2Oc2ccccc2)cc1	-2%	12%	0%	0%	7%	-6%	1%	2%	4%	-25%	0.0%
CC1(C)CC(CCC(=O)Nc2ccc(S(N)(=O)=O)cc2)C(=O)O1 (centres undefined)	-1%	5%	-9%	-8%	4%	-2%	1%	2%	3%	-2%	-2.6%[57.5 µM]
COc1ccc(C/C(N)=N/n2cnnc2)cc1Cl	-6%[11 µM]	?	4%[7.6 µM]	0%[11.4 µM]	6%[11.4 µM]	-6%[9.17 µM]	1%	0%	14%[11.4 µM]	-26%	-0.2%[0.0738 µM]
COC(=O)c1cc(=O)nc2sc(-c3ccccc3)nn12	-2%	-5%	4%	-7%	3%	0%	1%	3%	-13%	-10%	-1.3%
COc1ccc(-c2cc3ccc(OCc4nn[nH]n4)cc3oc2=O)cc1OC	16%	-14%	2%	-8%	4%	5%	?	-3%	16%	-11%	-0.2%[57.5 µM]
Cc1ccc(N(CC(=O)NCc2ccco2)C(=O)CCC(=O)Nc2ccccn2)cc1C	-7%	6%	-5%	-3%	3%	2%	2%	7%	2%	-18%	·
CCCC/C=C/C(NC(=O)OCc1ccccc1Cl)c1ccccc1 (centres undefined)	?	-5%	?	0%	·	·	·	·	-4%	28%	0.3%
CCOC(=O)N1CCC(NC(=O)C2CCN(S(=O)(=O)c3cccs3)CC2)CC1	-1%	6%	?	-4%	6%	2%	0%	-3%	-9%	5%	-1.6%
CN(c1cccc(NC(=O)CCSc2ccccc2)c1)S(C)(=O)=O	-1%	0%	-5%	1%	4%	11%	-1%	2%	4%	-3%	0.2%
O=C1CCc2cc(S(=O)(=O)N3CCN(c4cccc(C(F)(F)F)c4)CC3)ccc2N1	0%	17%	?	-4%	2%	1%	2%	-4%	64%	16%	-0.5%
CCOc1ccccc1OCC(=O)Nc1nnc(C)s1	-2%	11%	0%	-2%	0%	-1%	-1%	1%	-4%	6%	0.0%[57.5 µM]
Cn1c(=O)c2cc(S(=O)(=O)NC(C(=O)Nc3cccnc3)c3ccccc3)ccc2n(C)c1=O (centres undefined)	-6%[2.3 µM]	?	-12%	-1%	?	-3%	0%	·	7%	-3%	-0.1%
CC(=O)N(C)c1ccc(OCC(O)COc2ccc(N(C)C(C)=O)cc2)cc1	-6%	5%	-1%	0%	0%	0%	-13%	3%	3%	-35%	-0.6%
O=C(O)CCCNS(=O)(=O)c1ccc(F)cc1	-3%	0%	-2%	-6%	-3%	10%	4%	2%	7%	-1%	3.1%
Cc1ccccc1CS(=O)(=O)Cc1ccc(C(=O)NCc2ccco2)o1	-8%	1%	?	-9%	0%	-10%	0%	-1%	9%	?	-1.5%
